LmPK inhibitor: qHTS Assay for Inhibitors of Leishmania Mexicana Pyruvate Kinase (LmPK) | Potency, µM (series often up to 57.5 µM), without a hit: at the highest dose activity change, negative = inhibition, most hits filed as inhibitors | AID 1721, 2009 | purified LmPK, Kinase-Glo ATP luminescence, 1 h | Q27686 | hit rate 0.37% among 290,000; also: potency is read from the fitted curve at half-maximal effect; % is scaled to controls: 0 for no effect and ±100 for the full control effect
Target sequence (Q27686 whole entry, looked up): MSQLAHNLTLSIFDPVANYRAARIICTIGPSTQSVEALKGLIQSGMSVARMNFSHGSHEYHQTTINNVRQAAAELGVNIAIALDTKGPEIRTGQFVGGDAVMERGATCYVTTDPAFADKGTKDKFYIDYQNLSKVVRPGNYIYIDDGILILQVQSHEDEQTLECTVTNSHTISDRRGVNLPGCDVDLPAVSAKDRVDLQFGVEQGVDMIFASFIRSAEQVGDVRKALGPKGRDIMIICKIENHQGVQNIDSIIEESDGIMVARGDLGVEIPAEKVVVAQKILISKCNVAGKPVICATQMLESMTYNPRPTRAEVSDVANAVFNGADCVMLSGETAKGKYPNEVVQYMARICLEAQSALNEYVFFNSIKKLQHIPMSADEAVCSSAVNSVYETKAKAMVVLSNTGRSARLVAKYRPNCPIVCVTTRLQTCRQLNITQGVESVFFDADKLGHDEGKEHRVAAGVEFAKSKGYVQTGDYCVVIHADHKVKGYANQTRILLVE
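Kinase-Glo luminescence read after 1 h RT reaction of 0.1 nM LmPK with 0.5 mM PEP and 0.1 mM ADP. Activity scaled between uninhibited and enzyme-free controls.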
AmpC no deterg: qHTS Inhibitors of AmpC Beta-Lactamase (assay without detergent); P00811; AmpC nitrocefin hydrolysis, absorbance 480 nm, 0.0001% Triton; Potency, µM (highest dose often 57.1 µM), for the others: at the top dose activity change, negative = inhibition, actives largely listed as inhibitors; hit rate 0.52% among 330,000;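 also: potency is read from the fitted curve at half-maximal effect; plate controls were no compound for no effect and no enzyme for full effect; nearly all actives have a fitted effect of over 20% in size; some results filed as inactive show a strong effect at the top dose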
Target sequence (P00811 whole entry, looked up): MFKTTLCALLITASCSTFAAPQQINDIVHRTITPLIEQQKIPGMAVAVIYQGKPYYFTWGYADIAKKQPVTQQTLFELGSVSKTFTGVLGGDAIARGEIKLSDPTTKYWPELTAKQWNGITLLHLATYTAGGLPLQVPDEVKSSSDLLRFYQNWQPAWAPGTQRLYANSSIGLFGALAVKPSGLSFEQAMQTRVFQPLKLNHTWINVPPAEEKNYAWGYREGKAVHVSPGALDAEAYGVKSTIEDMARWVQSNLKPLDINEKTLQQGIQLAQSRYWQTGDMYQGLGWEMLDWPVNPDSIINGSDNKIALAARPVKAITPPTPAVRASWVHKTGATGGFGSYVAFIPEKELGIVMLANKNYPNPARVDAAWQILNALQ
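20 mM phosphate pH 7.0 + 0.01% (detergent screen) or 0.0001% Triton X-100; 5.3 nM AmpC reagent; cpd preinc 15 min RT; nitrocefin (800 uM stock) to start; A480 q20 s × 4 min; Activity was normalised to no-enzyme and no-compound control wells.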
Pf growth 96h: Primary qHTS for delayed death inhibitors of the malarial parasite plastid, 96 hour incubation; AID 504834, 2011; Potency, µM (titrated, usually from 28.7 µM), for inactives: at the top dose activity change, negative = inhibition, most hits filed as inhibitors; hit rate 6.9% among 320,000; P. falciparum luciferase reporter growth, 96 h; also: potency is read from the fitted curve at half-maximal effect; % is scaled to controls: 0 for no effect and ±100 for the full control effect
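P. falciparum expressing integrated firefly luciferase grown in erythrocytes (2% hematocrit, 0.05% parasitemia final) with compounds for 96 hours at 37 C, 5% CO2. Growth inhibition read as loss of luminescence after adding luciferase detection reagent.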
Pf growth 48h: Primary qHTS for delayed death inhibitors of the malarial parasite plastid, 48 hour incubation | P. falciparum luciferase growth in erythrocytes, 48 h | hit rate 5.9% among 310,000 | AID 504832, 2011 | Potency, µM (highest dose often 28.7 µM), inactives show at the highest dose activity change, negative = inhibition, hits mostly inhibitors; also: potency is read from the fitted curve at half-maximal effect; % is scaled to controls: 0 for no effect and ±100 for the full control effect
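Growth was read as firefly luciferase luminescence after a 48 h, 37 C, 5% CO2 exposure of compounds to reporter-bearing P. falciparum cultures (0.1% parasitemia, 2% hematocrit final) in Albumax-supplemented RPMI 1640.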
Shiga inhibitor: A qHTS for Small Molecule Inhibitors of Shiga Toxin | inhibition, % at 38.7 µM | hit rate 9.2% among 290,000 | Vero cells, Shiga toxin protein synthesis inhibition reporter; in the data active = inhibition mostly above about 28%, no sharp cut-off; inactive = mostly below about 43%; also: 0% is about no effect
CHX counter: Cycloheximide Counterscreen for Small Molecule Inhibitors of Shiga Toxin. cell reporter, cycloheximide protein synthesis inhibition counterscreen. max response, %. hit rate 12% among 300,000. AID 2314, 2010; in the data active = max response mostly above about 13%, no sharp cut-off; inactive = mostly below about 14%; also: read at 38.3 µM for the half of the compounds with a filed dose; 0% is about no effect
TbPYK inhibitor: qHTS of Trypanosoma Brucei Inhibitors; pyruvate kinase (Trypanosoma brucei), Q57TT1; TbPYK enzyme, Kinase-Glo Plus ATP luminescence, 45 min; Potency, µM (series often up to 76.8 µM), without a hit: at the top dose activity, negative = inhibition, usual class: inhibitors; hit rate 0.12% among 410,000; AID 624173, 2012; also: potency is read from the fitted curve at half-maximal effect; % is scaled to controls: 0 for no effect and ±100 for the full control effect; nearly all actives have a fitted effect of over 50% in size
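Enzyme and substrate buffer are dispensed first and compound is pin-transferred. ADP at 130 uM final then starts the reaction, which runs 45 min at room temperature. Detection reagent is added for 10 min before luminescence is imaged.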
Active calls of the source: *; ? = inconclusive; nt = no result given; [ ] = dose if it differs, or a comment. Unless noted, calls follow the shape of the dose curve; as a rule, active = well fitted curve in the direction sought with a large enough effect; inconclusive = small, poorly fitted or top-dose-only effect, or another doubt; inactive = no such curve, though single readings can be large; an effect the other way counts as inactive or inconclusive.

molecule	LmPK inhibitor	AmpC no deterg	Pf growth 96h	Pf growth 48h	Shiga inhibitor	CHX counter	TbPYK inhibitor
Cc1cccc(C(=O)NCc2nnc(SC(C)C(=O)Nc3nnc(C)s3)n2C)c1 (centres undefined)	nt	-3.6%	136.8%[activator]	-6.1%	nt	nt	4.3%
COCCOc1cc(N)c(Cl)cc1Cl	4.1%	-10.4%	27.0%	22.6%	-4.6	8.4	2.3%
O=C(Nc1ccc(Cl)c(S(=O)(=O)N2CCOCC2)c1)[C@@H]1CCCN1C(=O)c1cccs1	nt	-4.1%	?	?	nt	nt	7.8%
O=C(NCc1ccc2c(c1)OCO2)C1CCN(S(=O)(=O)c2cccs2)CC1	1.1%	-17.5%	?	1.0%	18.3	6.8	4.1%
O=C(NC1CCCC1)C(c1ccncc1)N(C(=O)c1csnn1)C1CCCC1 (centres undefined)	2.3%	-3.2%	-3.3%	-4.0%	21.9	2.4	-15.2%
COC(=O)C1=C(C)NC(=S)NC1c1ccco1 (centres undefined)	-2.6%	-8.4%	24.7%	-5.0%	27.9	-2.2	-0.4%
CCCCC1C(=O)NC(=S)NC1=O	0.1%	-20.4%	-7.2%	-4.5%	-12.1	-8.7	nt
Fc1ccccc1/C=C/c1ccc2ccccc2n1	12.6µM*	-16.8%	?	33.1%[activator]	72.0*	50.7	?
CCn1c(=O)n(CC(=O)N(C)Cc2ccccc2)c(=O)c2ccccc21	1.7%	18.4%	nt	5.1%	12.2	6.1	-10.6%
COc1c(C)cc(S(=O)(=O)NC2CC(C)(C)NC(C)(C)C2)c(C)c1C	1.1%	0.0%	-15.3%	8.1%	-3.7	-1.5	-6.1%
COc1ccc(Cl)cc1N(CC(=O)NCCSc1ccccn1)S(=O)(=O)c1ccccc1	0.0%	35.9%	1.65µM*	-17.3%	-15.2	-6.5	-3.5%
Cc1cc(C)n(C2CC(=O)N(c3cc(Cl)cc(Cl)c3)C2=O)n1 (centres undefined)	2.9%	-14.1%	1.0%	12.0%	-8.0	-3.0	2.5%

Single records, as listed above. Order of values: LmPK inhibitor | AmpC no deterg | Pf growth 96h | Pf growth 48h | Shiga inhibitor | CHX counter | TbPYK inhibitor
Shown for COCCOc1cc(N)c(Cl)cc1Cl : 4.1% | -10.4% | 27.0% | 22.6% | -4.6 | 8.4 | 2.3%
Shown for O=C(NCc1ccc2c(c1)OCO2)C1CCN(S(=O)(=O)c2cccs2)CC1 : 1.1% | -17.5% | ? | 1.0% | 18.3 | 6.8 | 4.1%

Returning to the listing; the two compounds before the break are reprinted first.
molecule	LmPK inhibitor	AmpC no deterg	Pf growth 96h	Pf growth 48h	Shiga inhibitor	CHX counter	TbPYK inhibitor
COc1ccc(Cl)cc1N(CC(=O)NCCSc1ccccn1)S(=O)(=O)c1ccccc1	0.0%	35.9%	1.65µM*	-17.3%	-15.2	-6.5	-3.5%
Cc1cc(C)n(C2CC(=O)N(c3cc(Cl)cc(Cl)c3)C2=O)n1 (centres undefined)	2.9%	-14.1%	1.0%	12.0%	-8.0	-3.0	2.5%
O=C1C2C3C=CC(C3=C(c3ccccc3)c3ccccc3)C2C(=O)N1Cc1ccccc1 (centres undefined)	9.6%	-20.3%	35.4%	nt	14.0	10.0	-9.8%
CCOC(=O)C1(Cc2cccc(OC)c2)CCN(Cc2cnc(C)s2)CC1	-0.5%	45.0%	9.28µM*	?	19.9	0.3	3.3%
CN(c1ccc(C(=O)N2CCN(c3ccc(F)cc3)CC2)cc1)S(C)(=O)=O	-1.6%	31.8%	?	-19.2%	-6.9	10.1	?
CN(Cc1ccc(F)cc1)C(=O)c1cc(COc2ccc(-n3cncn3)cc2)on1	7.2%	107.4%[activator]	0.1%	3.7%	-7.4	9.5	4.2%
Cc1ccc(C)c(NC(=O)COC(=O)c2ccc(S(=O)(=O)N3CCCCC3)cc2)c1	nt	-14.0%	?	-3.5%	nt	nt	-2.0%
Cc1cc(C)c(NC(=S)NCCCSC2CCCCC2)c(C)c1	1.6%	-6.9%	8.7%	?	-8.2	1.3	-21.4%
COc1ccc(Cl)cc1NC(=O)c1ccccc1C	2.5%	-33.2%	24.5%	?	2.7	-2.9	-1.8%
CN(C)C(CNc1ccc(C(F)(F)F)cn1)c1ccccc1 (centres undefined)	3.4%	1.4%	4.0%	-3.3%	5.5	1.7	11.8%
COc1cccc(/C=N/Nc2nc(Nc3ccccc3)nc(-n3nc(C)cc3C)n2)c1O	-0.6%	-10.2%	?	nt	31.3*	43.7*	-8.0%
CCOP(=O)(OCC)c1nc(/C=C/c2ccccc2)oc1NCc1ccc(OC)cc1	-0.9%	158.7%[activator]	?	nt	16.2	3.1	1.8%
O=C(CCN1C(=O)c2ccccc2C1=O)C1=NN[C@@H]2C(=O)N(c3ccc4c(c3)OCCO4)C(=O)[C@H]12	1.9%	-5.5%	0.5%	15.7%	17.8	-1.9	-0.9%
COc1cccc(-c2csc3nc[nH]c(=O)c23)c1	2.5%	-8.1%	nt	4.7%	12.5	-1.4	-5.1%

Next section:
molecule	LmPK inhibitor	AmpC no deterg	Pf growth 96h	Pf growth 48h	Shiga inhibitor	CHX counter	TbPYK inhibitor
CCN1c2ccccc2-c2nc3ccccc3n2C1c1ccco1 (centres undefined)	-2.0%	-38.9%	4.65µM*	11.7µM*	-3.5	-4.1	-18.1%
C=C(Br)Cn1c(CCC)nc2ccccc21	-4.5%	1.1%	10.4µM*	-14.3%	8.7	9.1	-15.3%
Cc1cccc(OCCn2cccc2/C=C2/C(=O)NC(=O)N(Cc3ccco3)C2=O)c1	6.2%	-47.2%	-6.2%	-7.4%	21.0	14.1	-2.2%
COc1cc(C(=O)OCCCN=C2NS(=O)(=O)c3ccccc32)cc(OC)c1OC	-3.0%	-12.6%	37.9%[activator]	3.5%	-3.8	-2.5	4.8%
CNc1nc2cc([N+](=O)[O-])c([N+](=O)[O-])cc2nc1NC	4.1%	-3.6%	-21.8%	?	-23.9	16.2	-1.8%
COc1ccc(C(=O)N2CCN(c3cccc(Cl)c3)CC2)cc1S(=O)(=O)NC1CC1	nt	162.1%[activator]	-21.1%	120.4%[activator]	nt	nt	-0.7%
COc1cc(NC(=O)c2ccc3c(c2)S(=O)(=O)N=C2CCCCCN23)cc(OC)c1	nt	-9.1%	-8.9%	?	nt	nt	0.7%
CNc1ncc(C(=O)c2ccc(Cl)cc2)s1	2.3%	-22.2%	183.2%[activator]	171.0%[activator]	69.3*	34.7*	5.7%
O=C(NNc1ccccc1[N+](=O)[O-])NC1CCCCC1	-5.0%	-26.6%	23.1%	-1.0%	0.9	8.7	3.2%
O=C(CSc1cccc[n+]1[O-])c1ccc(-c2ccccc2)cc1	-0.4%	5.8%	8.28µM*	23.5%	141.7*	44.8*	-14.3%
Cc1cc(C(=O)Nc2nncs2)oc1C	1.4%	-7.0%	2.62µM*	42.1%[activator]	nt	1.3	2.9%
Cc1[nH]n(C(N)=S)c(=O)c1N=Nc1ccc(S(=O)(=O)N2CCCCCC2)cc1	-3.5%	-24.3%	63.9%[activator]	nt	46.0	13.8	-2.1%

Continuation:
molecule	LmPK inhibitor	AmpC no deterg	Pf growth 96h	Pf growth 48h	Shiga inhibitor	CHX counter	TbPYK inhibitor
N[C@@H](CSCCCO)C(=O)O	nt	nt	0.0%	-1.1%	nt	nt	5.1%
O=C1C(Cl)=C(N2CCCCCC2)C(=O)N1c1ccccc1Cl	4.7%	-40.1%	10.2%	8.8%	2.6	8.6	-19.8%
CCCCOc1ccc(C2/C(=C(\O)c3ccc4c(c3)OCCO4)C(=O)C(=O)N2CCCN2CCOCC2)cc1 (centres undefined)	6.6%	98.6%[activator]	?	17.0%	22.3	4.2	3.6%
O=C(Cc1ccccc1)NC1CCSc2ccccc21 (centres undefined)	-1.8%	39.4%	-27.2%	0.8%	-2.7	1.5	-1.4%
COc1ccc(/C=C(/NC(=O)c2ccccc2)C(=O)N2CCOCC2)cc1OC	4.6%	-14.1%	3.9%	3.9%	4.5	5.0	-5.0%
O=c1c2ccccc2nnn1COc1cccc(Cl)c1	-12.2%	-33.2%	82.9%[activator]	97.4%[activator]	124.0*	55.2*	-3.2%
CC(c1ccncn1)N(C)Cc1nc(Cc2ccccc2F)no1 (centres undefined)	4.8%	-15.5%	?	28.8%	8.2	2.0	4.2%
CNC(C(=O)c1ccccc1)C(OC(C)C)c1ccc(Cl)cc1 (centres undefined)	-1.8%	36.4%	-41.4%	?	15.8	-3.5	-1.2%
COC(=O)c1c(NC(NC(=O)C(C)C)C(Cl)(Cl)Cl)sc2c1CCC2 (centres undefined)	-1.3%	-40.4%	-12.1%	?	19.1	-2.8	-3.6%
COc1ccc(C2(C(=O)N3CCOCC3)CCCC2)cc1	-2.3%	0.0%	nt	3.4%	3.0	-3.4	-3.3%
COc1cc(OC)c(NC(=O)CCc2nc(-c3ccc(C)cc3)no2)cc1Cl	-0.2%	13.7%	?	-2.0%	38.6	4.9	7.0%
COc1cc(NC(=O)C2CC(=O)N(Cc3ccco3)C2)cc(OC)c1 (centres undefined)	nt	-4.8%	14.3%	1.7%	nt	nt	-3.8%

The listing continues.
molecule	LmPK inhibitor	AmpC no deterg	Pf growth 96h	Pf growth 48h	Shiga inhibitor	CHX counter	TbPYK inhibitor
COc1cccc(-c2sc3ccc(OC)cc3c2C#CC2(O)CCCCC2)c1	nt	-9.7%	?	?	nt	nt	-9.8%
CCCn1c(=N)n(CC(=O)c2ccc(Cl)cc2)c2ccccc21	-0.7%	-16.1%	?	?	-2.4	-1.2	1.4%
CSc1oc(-c2ccccc2)nc1S(=O)(=O)c1ccc(F)cc1	2.0%	-43.8%	nt	-22.0%	-5.1	-2.9	-13.8%
CCOC(=O)CNC(=O)Cc1ccc(Cl)cc1	-0.9%	5.2%	-3.8%	-6.7%	0.6	-0.6	-1.0%
CCCOC(=O)c1c(NC(=O)/C=C/c2cnn(C)c2C)sc(C(=O)OC)c1C	7.2%	-15.5%	100.0%[activator]	?	-3.7	-1.7	7.4%
Cc1[nH]c(=O)[nH]c(=O)c1/C=C/C(=O)OCC(C)C	3.2%	-7.5%	-28.2%	17.0%	6.3	2.8	-8.5%
CCCc1nnc(NC(=O)CSc2nnc(-c3ccco3)n2C)s1	-2.8%	-13.5%	-18.8%	13.2%	-10.6	-2.6	0.4%
CCCc1cc(=O)[nH]c(Nc2ccc3c(c2)OCCO3)n1	0.6%	-24.5%	?	33.7%[activator]	42.2*	36.0*	-5.8%
NNC(=O)c1ccccc1OCCOc1ccccc1	-5.9%	-12.5%	-8.8%	0.0%	5.9	-3.1	-6.9%
O=c1[nH]c(SCc2ccccc2Cl)nc2c1CCC2	0.0%	-17.7%	-126.0%	7.3%	-4.6	-0.3	8.3%
Cc1cc(C)n(-c2nc(NCCCO)c3c4c(sc3n2)CCCC4)n1	14.6%	160.0%[activator]	57.7%[activator]	nt	43.1	18.2*	-4.2%
